Screening data as filed in PubChem BioAssay.
L929 necroptosis: blocks zVAD induced death of L929 cells; L929 zVAD necroptosis rescue, ATP luminescence, 24 h; with zVAD 60 µM; viability rescue, % at 10 µM; actives 0.38% (n = 220,000); AID 1377;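 active means activation, scaled between plate controls, above about 75%, limit read from the data; inactive means activation under that limit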;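 further: 0% = zVAD with DMSO and 100% = DMSO alone without zVAD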
eIF4E 4G PPI: inhibitors of eIF4E and eIF4G interaction in translation initiation. inhibition, % at 21.7 µM. actives 0.37% (n = 220,000). AID 782. TR-FRET eIF4E-eIF4GI(517-606) binding, 2 h;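 active means inhibition above about 30%, limit read from the data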;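 further: 0% = full FRET control wells and 100% = background wells lacking eIF4GI fragment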
EP2 modulator: EP2 receptor (human) modulation | P43116 | EP2-expressing cells, cAMP HTRF FRET, PGE2 co-stimulation | induction, % at 25 µM | actives 0.83% (n = 260,000);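 active means compounds whose cAMP rise, as percent of the full-agonist control response, exceeds 60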;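 further: rat C6 glioma line stably carrying human EP2 under a CMV promoter; the protocol text gives 20 µM as final concentration; 100% = response of wells given 1 µM PGE2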
Calpain2 inh: inhibitors of pig calpain II | actives 0.37% (n = 220,000) | inhibition, % at 16 µM | purified calpain II, fluorogenic peptide substrate, 30 min;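 active means inhibition above about 50%, limit read from the data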
Tb hexokinase: T. brucei hexokinase 1 inhibition. recombinant TbHK1, G6PDH-coupled NADH A340. inhibition, % at 10 µM. actives 0.11% (n = 220,000). AID 1430;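 active means inhibition of 50% or more in the single-dose primary screen; inactive means inhibition below 50%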
PGE2 EP2 inh: EP2 receptor (human) inhibition. C6 glioma cells expressing human EP2, cAMP TR-FRET; cells stimulated with saturating PGE2. P43116. actives 0.52% (n = 260,000). inhibition, % at 25 µM;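 active means percent inhibition above 40 after rounding to a whole number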;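 further: rat C6 glioma host cells with rolipram phosphodiesterase inhibitor present; the protocol text gives 20 µM as final concentration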
Hck Nef HTS: blocks Nef-activated human Hck kinase | P08631 | Recombinant Hck-YEEI plus Nef, Z-Lyte FRET kinase assay | inhibition, % at 20 µM | actives 0.68% (n = 220,000);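 active means Hck-Nef kinase inhibition above about 50%, limit read from the data; inactive means inhibition below that limit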;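 further: 0% = DMSO with Hck plus Nef and 100% = Hck alone without Nef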
Target sequence (P08631 whole entry, looked up): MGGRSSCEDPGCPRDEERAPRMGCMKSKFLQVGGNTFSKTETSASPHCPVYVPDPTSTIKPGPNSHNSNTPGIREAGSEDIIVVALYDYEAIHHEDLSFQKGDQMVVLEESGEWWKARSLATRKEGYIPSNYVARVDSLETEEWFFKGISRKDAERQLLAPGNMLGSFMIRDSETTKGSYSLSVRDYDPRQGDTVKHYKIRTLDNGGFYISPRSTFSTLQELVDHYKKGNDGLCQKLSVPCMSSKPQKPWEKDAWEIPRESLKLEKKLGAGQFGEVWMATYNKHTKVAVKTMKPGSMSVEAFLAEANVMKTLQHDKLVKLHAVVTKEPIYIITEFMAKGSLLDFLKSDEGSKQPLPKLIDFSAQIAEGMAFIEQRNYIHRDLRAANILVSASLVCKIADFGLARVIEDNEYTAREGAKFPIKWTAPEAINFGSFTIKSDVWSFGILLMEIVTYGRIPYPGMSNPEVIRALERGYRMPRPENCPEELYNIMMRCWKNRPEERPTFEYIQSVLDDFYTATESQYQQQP
Rad51 HR inh: Rad51 (human) homologous recombination inhibition | hRad51 DNA strand exchange, fluorescence dequenching | inhibition, % at 10 µM | actives 0.085% (n = 200,000) | AID 1385;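 active means inhibition above 40% at the single screening dose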;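 further: 0% = DMSO control wells and 100% = blanks with heterologous ssDNA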
Target sequence (Q06609 whole entry, looked up): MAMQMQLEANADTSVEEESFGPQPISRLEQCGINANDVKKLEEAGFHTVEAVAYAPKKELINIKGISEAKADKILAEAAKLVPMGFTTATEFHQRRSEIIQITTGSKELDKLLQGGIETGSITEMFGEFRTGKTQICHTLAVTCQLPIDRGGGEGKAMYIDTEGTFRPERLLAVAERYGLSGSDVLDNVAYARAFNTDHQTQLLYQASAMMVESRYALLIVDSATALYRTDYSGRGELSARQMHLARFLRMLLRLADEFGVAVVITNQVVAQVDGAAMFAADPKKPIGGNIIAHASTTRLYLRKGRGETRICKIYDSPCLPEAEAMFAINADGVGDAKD
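Test system: preformed human Rad51 ssDNA filaments; also added: Donor/quencher-labelled 47-bp dsDNA substrate; doses: 10 µM final, single point; times: 37 °C 15-min filament assembly, 30-min compound preincubation, 15-min exchange; detection: FRET fluorescence dequenching, excitation 485 nm, emission 520 nm; read-out basis: Fluorescence-based percent inhibition, control- and blank-normalised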
14-3-3 Bad inh: disrupts binding of bovine 14-3-3 zeta to phospho-Bad peptide; P63103; TR-FRET 14-3-3zeta/Dy647-pBad peptide displacement, 1 h; inhibition, % at 21.7 µM; actives 0.71% (n = 220,000); AID 781;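 active means inhibition above about 70%, limit read from the data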;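 further: 0% = full 14-3-3 plus peptide FRET controls and 100% = background without 14-3-3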
* hit, by the source's call; & = joins results of further samples; [ ] = remark or other dose. This is a subset; rates above refer to the full screens.

`Cc1cccc(Oc2ccccc2N)c1` gave L929 necroptosis 1.5, eIF4E 4G PPI -6, EP2 modulator 39, Calpain2 inh -17, Tb hexokinase -6, PGE2 EP2 inh 5, Hck Nef HTS 3 and 14-3-3 Bad inh 27.
`CN(C)c1ccc(NC(=O)c2ccncc2)c2ccccc12` gave L929 necroptosis -0.1, eIF4E 4G PPI 2, EP2 modulator 11, Calpain2 inh 3, Tb hexokinase -9, PGE2 EP2 inh 9, Hck Nef HTS 1, Rad51 HR inh -1 and 14-3-3 Bad inh -11.
Screening COc1ccc(-c2csc(N(C)C(=O)c3cccs3)n2)cc1 returned L929 necroptosis 1.0, eIF4E 4G PPI -4, EP2 modulator 8, Calpain2 inh -41, Tb hexokinase -9, PGE2 EP2 inh 13, Hck Nef HTS 18, Rad51 HR inh 6 and 14-3-3 Bad inh -3.
`Cc1nnc(SCc2cccc3ccccc23)n(N)c1=O` gave L929 necroptosis -0.7, eIF4E 4G PPI 4[fluorescence artefact?], EP2 modulator 6, Calpain2 inh 18, Tb hexokinase -2, PGE2 EP2 inh 4, Hck Nef HTS 0, Rad51 HR inh 6 and 14-3-3 Bad inh 6.
For COc1cc(NC(=O)CCN2CCN(Cc3ccccc3)CC2)cc(OC)c1 the results were L929 necroptosis 0.8, eIF4E 4G PPI -3, EP2 modulator 6, Calpain2 inh -17, Tb hexokinase 0, PGE2 EP2 inh 5, Hck Nef HTS 1, Rad51 HR inh -2 and 14-3-3 Bad inh 11.
Screening Cc1ccc2nc(N(CCCN(C)C)C(=O)c3ccc4c(c3)CCCC4)sc2c1 returned L929 necroptosis 0.0, eIF4E 4G PPI 4, EP2 modulator 0, Calpain2 inh 24, Tb hexokinase 10, PGE2 EP2 inh 4, Hck Nef HTS -1, Rad51 HR inh 3 and 14-3-3 Bad inh 1.
Screening COC(=O)c1cc(C#N)c(SCc2ccccc2)nc1C returned L929 necroptosis -0.8, eIF4E 4G PPI 4, EP2 modulator 56, Calpain2 inh 15, Tb hexokinase -3, PGE2 EP2 inh 8, Hck Nef HTS 0, Rad51 HR inh 2 and 14-3-3 Bad inh -4.
COc1ccc(C(=O)NNC(=O)c2ccccn2)cc1 was read as L929 necroptosis -0.2, eIF4E 4G PPI 9, EP2 modulator -21, Calpain2 inh 6, Tb hexokinase 29, PGE2 EP2 inh 5, Hck Nef HTS 1, Rad51 HR inh -10 and 14-3-3 Bad inh 11.
COc1ccc(OCC(=O)N2CCN(C(=O)c3cccc(F)c3)CC2)cc1 was read as L929 necroptosis -0.2, eIF4E 4G PPI -7, EP2 modulator -9, Calpain2 inh 15, Tb hexokinase -2, PGE2 EP2 inh 11, Hck Nef HTS 1, Rad51 HR inh 4 and 14-3-3 Bad inh 11.
Screening CCCCOC(=O)Nc1ccc(N2CCOCC2)cc1 returned L929 necroptosis 0.1, eIF4E 4G PPI -1, EP2 modulator 0, Calpain2 inh -12, Tb hexokinase -2, PGE2 EP2 inh 9, Hck Nef HTS -22, Rad51 HR inh 0 and 14-3-3 Bad inh 3.
`O=C1Nc2cc(Cl)c(Cl)cc2N(O)N1c1ccccc1Cl` gave L929 necroptosis 2.0, eIF4E 4G PPI 0, EP2 modulator 14, Calpain2 inh 19, Tb hexokinase 1, PGE2 EP2 inh 1, Hck Nef HTS 10, Rad51 HR inh 7 and 14-3-3 Bad inh -6.
For COc1ccc(C2=NNC(c3ccco3)=Nc3ccc(F)cc32)cc1 the results were L929 necroptosis 1.6, eIF4E 4G PPI -1, EP2 modulator -2, Calpain2 inh 11, Tb hexokinase -14, PGE2 EP2 inh 2, Hck Nef HTS 17 and 14-3-3 Bad inh 1.
COc1ccc(NC(=O)NCCCN2CCCC2=O)c(OC)c1 was read as L929 necroptosis -0.1, eIF4E 4G PPI -8[fluorescence artefact?], EP2 modulator 28, Calpain2 inh 1, Tb hexokinase 29, PGE2 EP2 inh 4, Hck Nef HTS -9, Rad51 HR inh -3 and 14-3-3 Bad inh -3.
CCc1cc2c(nc1CC)CCN(CC/C(C)=N/OC[C@H]1O[C@H](c3ccccc3)C=C[C@@H]1Oc1ccc(OC)cc1)C2 was read as L929 necroptosis -1.0, eIF4E 4G PPI 0, EP2 modulator 28, Calpain2 inh -1, Tb hexokinase -11, Hck Nef HTS -6 and 14-3-3 Bad inh 0.
`Nc1nnn(CC(=O)N/N=C/c2ccncc2)n1` gave L929 necroptosis 0.1, eIF4E 4G PPI 3, EP2 modulator 4, Calpain2 inh 1, Tb hexokinase -9, PGE2 EP2 inh 10, Hck Nef HTS 4, Rad51 HR inh 0 and 14-3-3 Bad inh -1.
Screening Cc1ccc(NC(=O)CSc2nnc(C3CC3)n2N)cc1S(=O)(=O)N1CCOCC1 returned L929 necroptosis 0.2, eIF4E 4G PPI 0, EP2 modulator -18, Calpain2 inh -15, Tb hexokinase -1, PGE2 EP2 inh 8, Hck Nef HTS 2, Rad51 HR inh -1 and 14-3-3 Bad inh -3.
`C=CCNC(=O)/C(C#N)=C/c1ccc(C)o1` gave L929 necroptosis 12, eIF4E 4G PPI 1, EP2 modulator 1, Calpain2 inh -7, Tb hexokinase -60, PGE2 EP2 inh 5, Hck Nef HTS 19, Rad51 HR inh 6 and 14-3-3 Bad inh -7.
For CCCCNC(=O)CC1SC(=NCC)N(CC)C1=O (stereo not given) the results were L929 necroptosis -0.1, eIF4E 4G PPI 2, EP2 modulator -4, Calpain2 inh 9, Tb hexokinase -1, PGE2 EP2 inh 8, Hck Nef HTS 0, Rad51 HR inh 4 and 14-3-3 Bad inh -16[fluorescence artefact?].
Screening COc1cc(C2C(C#N)=C(N)Oc3c2ccc2ccccc32)ccc1OCC(=O)Nc1cccc(C)c1 (stereo not given) returned L929 necroptosis 18, eIF4E 4G PPI 7[fluorescence artefact?], EP2 modulator -4, Calpain2 inh -102, Tb hexokinase 2, PGE2 EP2 inh 17, Hck Nef HTS 1 and 14-3-3 Bad inh -8.
For CN(C)S(=O)(=O)c1cc(C(=O)NCCCn2ccc3ccccc32)ccc1Cl the results were L929 necroptosis 0.8, eIF4E 4G PPI -46, EP2 modulator -23, Calpain2 inh -30, Tb hexokinase -2, PGE2 EP2 inh 16, Hck Nef HTS 1, Rad51 HR inh -4 and 14-3-3 Bad inh 0.
For COc1cc([C@@H]2c3cc4c(cc3[C@@H](NC3CCN(Cc5ccccc5)CC3)[C@H]3COC(=O)[C@H]23)OCO4)cc(OC)c1O the results were L929 necroptosis 4.0, eIF4E 4G PPI -3, EP2 modulator -7, Calpain2 inh -20, Tb hexokinase -3, PGE2 EP2 inh 5, Hck Nef HTS 7, Rad51 HR inh -2 and 14-3-3 Bad inh -7.
Screening C[C@H](NC(=O)c1nc[nH]c1C(=O)NCCCCCNC(=O)OC(C)(C)C)C(=O)OC(C)(C)C returned L929 necroptosis 0.5, eIF4E 4G PPI -1, EP2 modulator 13, Calpain2 inh 13, Tb hexokinase -4, PGE2 EP2 inh 12, Hck Nef HTS -14, Rad51 HR inh 11 and 14-3-3 Bad inh -5.
`C/C(O)=c1/cnc2nc3ccccc3n2c1=O` gave L929 necroptosis -0.3, eIF4E 4G PPI 2, EP2 modulator 29, Calpain2 inh -72, Tb hexokinase -22, PGE2 EP2 inh 12, Hck Nef HTS -16, Rad51 HR inh 5 and 14-3-3 Bad inh -7.
CCC(C)n1[nH]c(=O)cc1N (stereo not given) was read as L929 necroptosis -0.2, eIF4E 4G PPI 0, EP2 modulator 26&2, Calpain2 inh -23, Tb hexokinase 12, PGE2 EP2 inh 15&8, Hck Nef HTS -1, Rad51 HR inh 3 and 14-3-3 Bad inh 2[fluorescence artefact?].
O=P(Cc1cccc[n+]1[O-])(c1ccccc1)c1ccccc1 was read as eIF4E 4G PPI 3, EP2 modulator 10, Calpain2 inh 30, Tb hexokinase 4, PGE2 EP2 inh 12, Hck Nef HTS -8, Rad51 HR inh -6 and 14-3-3 Bad inh 6.
O=C(c1ccco1)N1CCN(S(=O)(=O)c2cccc(C(F)(F)F)c2)CC1 was read as L929 necroptosis -0.7, eIF4E 4G PPI 0[fluorescence artefact?], EP2 modulator -2, Calpain2 inh 9, Tb hexokinase 2, PGE2 EP2 inh 6, Hck Nef HTS 0, Rad51 HR inh -25 and 14-3-3 Bad inh -2[fluorescence artefact?].
Screening O=C(NCCc1ccccc1)c1cccc([N+](=O)[O-])c1 returned L929 necroptosis 1.9, eIF4E 4G PPI 1, EP2 modulator -4, Calpain2 inh 0, Tb hexokinase -3, PGE2 EP2 inh 4, Hck Nef HTS 2 and 14-3-3 Bad inh -10[fluorescence artefact?].
`Cc1nnc(N2CCc3ccccc3C2)[nH]c1=O` gave L929 necroptosis -0.1, eIF4E 4G PPI 0, EP2 modulator -16, Calpain2 inh 6, Tb hexokinase 4, PGE2 EP2 inh 11, Hck Nef HTS 2 and 14-3-3 Bad inh -7[fluorescence artefact?].
Screening O=C(O)c1cccc(NC(=O)C2C3C=CC(C3)C2C(=O)OCC(F)(F)C(F)F)c1 (stereo not given) returned L929 necroptosis -0.9, eIF4E 4G PPI -2[fluorescence artefact?], EP2 modulator 10, Calpain2 inh -16, Tb hexokinase 1, PGE2 EP2 inh 11, Hck Nef HTS 7, Rad51 HR inh 5 and 14-3-3 Bad inh 12[fluorescence artefact?].
Screening COc1ccc(C2NC(c3ccc(OC)cc3)C([N+](=O)[O-])C(C)(C)C2[N+](=O)[O-])cc1 (stereo not given) returned L929 necroptosis -0.7, eIF4E 4G PPI -4, EP2 modulator -24, Calpain2 inh -63, Tb hexokinase -3, PGE2 EP2 inh 11, Hck Nef HTS 14, Rad51 HR inh 0 and 14-3-3 Bad inh -2.
`O=S(=O)(c1ccccc1)N(CC(O)Cn1c2ccccc2c2ccccc21)c1ccccc1` (stereo not given) gave L929 necroptosis -0.2, eIF4E 4G PPI 0, EP2 modulator 32, Calpain2 inh 7, Tb hexokinase -6, PGE2 EP2 inh 4, Hck Nef HTS -2, Rad51 HR inh -1 and 14-3-3 Bad inh 11.
Screening N#CCSc1nc2sc3c(c2c(=O)n1C1CCCCC1)CCCC3 returned L929 necroptosis 12, eIF4E 4G PPI 3, EP2 modulator 73*, Calpain2 inh 31, Tb hexokinase -6, PGE2 EP2 inh 16, Hck Nef HTS 0, Rad51 HR inh 4 and 14-3-3 Bad inh -2.

In the list so far, these have an aryl thioether with sulfur outside any ring:
`Cc1nnc(SCc2cccc3ccccc23)n(N)c1=O` gave L929 necroptosis -0.7, eIF4E 4G PPI 4[fluorescence artefact?], EP2 modulator 6, Calpain2 inh 18, Tb hexokinase -2, PGE2 EP2 inh 4, Hck Nef HTS 0, Rad51 HR inh 6 and 14-3-3 Bad inh 6.
Screening COC(=O)c1cc(C#N)c(SCc2ccccc2)nc1C returned L929 necroptosis -0.8, eIF4E 4G PPI 4, EP2 modulator 56, Calpain2 inh 15, Tb hexokinase -3, PGE2 EP2 inh 8, Hck Nef HTS 0, Rad51 HR inh 2 and 14-3-3 Bad inh -4.
Screening Cc1ccc(NC(=O)CSc2nnc(C3CC3)n2N)cc1S(=O)(=O)N1CCOCC1 returned L929 necroptosis 0.2, eIF4E 4G PPI 0, EP2 modulator -18, Calpain2 inh -15, Tb hexokinase -1, PGE2 EP2 inh 8, Hck Nef HTS 2, Rad51 HR inh -1 and 14-3-3 Bad inh -3.
Screening N#CCSc1nc2sc3c(c2c(=O)n1C1CCCCC1)CCCC3 returned L929 necroptosis 12, eIF4E 4G PPI 3, EP2 modulator 73*, Calpain2 inh 31, Tb hexokinase -6, PGE2 EP2 inh 16, Hck Nef HTS 0, Rad51 HR inh 4 and 14-3-3 Bad inh -2.
